# NPSR antag = blocks cAMP signaling of the human neuropeptide S receptor; actives 1% (n = 220,000); Potency, µM (series often up to 38.3 µM), inactives show top-dose activity change, negative = inhibition, usual class: inhibitors; Q6W5P4; CHO-NPSR cells, cAMP TR-FRET, antagonist mode; also: potency is read from the fitted curve at half-maximal effect; % is scaled to controls: 0 for no effect and ±100 for the full control effect; nearly all actives have a fitted effect of over 50% in size; many of its hits are not listed in these tables
# Target sequence (Q6W5P4 whole entry, looked up): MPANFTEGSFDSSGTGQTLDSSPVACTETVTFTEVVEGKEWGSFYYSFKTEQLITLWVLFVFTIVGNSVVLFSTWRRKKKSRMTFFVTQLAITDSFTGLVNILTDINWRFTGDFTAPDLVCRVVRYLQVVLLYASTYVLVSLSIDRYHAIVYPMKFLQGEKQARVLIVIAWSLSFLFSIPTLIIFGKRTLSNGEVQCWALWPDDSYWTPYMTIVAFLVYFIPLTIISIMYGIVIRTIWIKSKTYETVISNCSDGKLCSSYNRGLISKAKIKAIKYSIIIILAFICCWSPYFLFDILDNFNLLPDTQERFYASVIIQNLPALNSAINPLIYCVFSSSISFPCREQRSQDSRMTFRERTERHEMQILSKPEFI
# Tau fibril FP = tau fibrillization inhibition (FP) | P10636 | AID 1468 | Potency, µM (series often up to 57.7 µM), for inactives: at the highest dose activity, negative = inhibition, actives largely listed as inhibitors | actives 0.39% (n = 280,000) | K18 P301L tau heparin fibrillization, Alexa594 FP, 6 h; also: potency is read from the fitted curve at half-maximal effect; % is scaled to controls: 0 for no effect and ±100 for the full control effect; nearly all actives have a fitted effect of over 55% in size
# Target sequence (P10636 561-689 P618L limits assumed): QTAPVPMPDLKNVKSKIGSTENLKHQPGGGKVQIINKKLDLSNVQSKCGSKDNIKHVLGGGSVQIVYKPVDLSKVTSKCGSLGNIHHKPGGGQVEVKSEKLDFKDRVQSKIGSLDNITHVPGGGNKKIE
#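 Heparin (20 uM) drove fibril formation of recombinant tau K18 P301L, 15 uM unlabeled with 0.24 uM Alexa 594 label, for 6 hr at 37 C in 100 mM sodium acetate pH 7. Fluorescence polarization (555/632 nm) read 1 hr after 30 uM ThT.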
# Epigenetic derep = epigenetic control regulation, reporter derepression; murine LDR cells, GFP reporter derepression, 30 h; Potency, µM (top dose mostly 53.9 µM), without a hit: at the highest dose GFP activation, hits mostly activators; actives 0.2% (n = 280,000); also: potency is read from the fitted curve at half-maximal effect; % of control where 0% means no effect; nearly all actives have a fitted effect of over 60% in size
#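 GFP-positive cell count by laser-scanning cytometry (objects 20–120 um) after 30 h, 37 C compound exposure of murine LDR cells; reporter is CMV-GFP integrated at a silenced locus, inducible by HDAC or DNMT inhibitors.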
# TRb-SRC2 inh = disrupts binding of human TR beta to SRC2; Potency, µM (doses to about 106 µM), for inactives: at the highest dose activity change, negative = inhibition, usual class: inhibitors; P10828; TRbeta-SRC2 peptide binding, fluorescence polarization; receptor liganded with 1 µM T3; actives 0.065% (n = 280,000);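 also: potency is read from the fitted curve at half-maximal effect; plate controls were bound peptide for no effect and peptide without receptor for full effect; nearly all actives have a fitted effect of over 50% in size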
#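 Read-out is fluorescence polarization (555 nm excitation, 632 nm emission) of a Texas Red SRC2 coactivator peptide; loss of signal reflects blocked binding to human TRb ligand-binding domain in the presence of 1 uM T3.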
# GLA spleen mod = inhibits or activates alpha-galactosidase in human spleen homogenate. P06280. human spleen homogenate, 4MU-alpha-Gal fluorescence, 40 min. Potency, µM (top dose mostly 80 µM), inactives show at the top dose activity change, negative = inhibition, usual class: inhibitors. actives 0.008% (n = 240,000). AID 2107;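 also: potency is read from the fitted curve at half-maximal effect; 0% = enzyme with vehicle and -100% = no enzyme basal signal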
# Target sequence (P06280 32-429 limits assumed): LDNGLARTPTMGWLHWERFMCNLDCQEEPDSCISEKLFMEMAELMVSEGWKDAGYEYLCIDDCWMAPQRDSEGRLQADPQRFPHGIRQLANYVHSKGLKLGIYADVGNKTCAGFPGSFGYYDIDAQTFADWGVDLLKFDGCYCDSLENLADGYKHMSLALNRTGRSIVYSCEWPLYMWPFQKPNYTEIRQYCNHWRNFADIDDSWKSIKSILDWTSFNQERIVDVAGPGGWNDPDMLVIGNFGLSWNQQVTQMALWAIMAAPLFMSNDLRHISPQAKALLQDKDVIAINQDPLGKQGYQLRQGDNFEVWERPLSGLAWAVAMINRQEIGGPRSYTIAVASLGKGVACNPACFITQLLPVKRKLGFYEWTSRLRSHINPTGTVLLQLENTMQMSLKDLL
#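 qHTS titration in buffer at pH 5.0. Alpha-galactosidase activity in spleen homogenate was measured via 4-methylumbelliferone release from 1 mM fluorogenic substrate after 40 min at 37C and a pH 10 stop. AC50 came from Hill fits of control-normalized data.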
# Tau fluor cs = counter-screen for tau fibril formation inhibitors | tau K18 P301L Alexa594 fluorescence, heparin fibrillization | Potency, µM (doses to about 57.7 µM), inactives show top-dose activity change, negative = decrease | actives 0.93% (n = 280,000); also: potency is read from the fitted curve at half-maximal effect; % is scaled to controls: 0 for no effect and ±100 for the full control effect; nearly all actives have a fitted effect of over 55% in size
#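 Human tau K18 P301L (15 uM unlabeled, 0.24 uM Alexa 594-labeled) in 100 mM sodium acetate pH 7 with 20 uM heparin, 6 hr at 37 C. ThT 30 uM added, 1 hr ambient; Alexa 594 FP and total fluorescence read at 555/632 nm.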
# CBFb RUNX1 block = inhibitors of human CBF-beta and RUNX1 interaction; Q01196+Q13951; AlphaScreen CBFb-His/RUNX1-biotin binding, biochemical; Potency, µM (doses to about 59.8 µM), for inactives: at the highest dose activity, negative = inhibition, hits mostly inhibitors; 230,000 tested, under 10 active; AID 1477; also: % of control where 0% means no effect
#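 CBFb-His/RUNX1-biotin, 30 nM each, preincubated 20 min RT; compound 15 min RT; Ni + streptavidin beads 50 ng each, 90 min RT; AlphaScreen read.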
# TR SRC2 fluor cs = alters Texas Red total fluorescence, flagging assay interference | AID 1479 | Potency, µM (series often up to 106 µM), for the others: at the top dose fluorescence change, negative = quenching | TRb/SRC2 Texas Red total fluorescence interference | actives 0.29% (n = 280,000); active = well fitted curve in either direction with a large enough effect; inconclusive = small, poorly fitted or top-dose-only effect; also: potency is read from the fitted curve at half-maximal effect; % is scaled to controls: 0 for no effect and ±100 for the full control effect
#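 Flags fluorescent or light-absorbing compounds by total fluorescence, S + 2P, at 555 nm excitation and 632 nm emission. Mixture: 20 nM Texas Red SRC2 peptide, 0.6 uM human TRb LBD, 1 uM T3, 5% DMSO; compound exposure 5 h at ambient temperature.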
# Active calls of the source: *; u = inconclusive; x = no result given; [ ] = another dose, or the depositor's remark. Unless noted, calls follow the shape of the dose curve; as a rule, active = well fitted curve in the direction sought with a large enough effect; inconclusive = small, poorly fitted or top-dose-only effect, or another doubt; inactive = no such curve, though single readings can be large; an effect the other way counts as inactive or inconclusive. An excerpt; rates above refer to the full screens.
smiles	NPSR antag	Tau fibril FP	Epigenetic derep	TRb-SRC2 inh	GLA spleen mod	Tau fluor cs	CBFb RUNX1 block	TR SRC2 fluor cs
CCc1ccc(C(=O)OCC(=O)c2c(N)n(CC(C)C)c(=O)n(C)c2=O)cc1	-18%	1%	-1.9%	-7%	-8%	-20%	-7%	0%
COc1ccc(CNS(=O)(=O)NCc2ccc(OC)c(OC)c2)cc1	5%	-3%	-2.8%	-7%	4%	1%	11%	-1%
N#Cc1c(-c2ccc(F)cc2)ccnc1N1CCOCC1	1%	-1%	-4.5%	0%	2%	-8%	11%	1%
Cc1cc(O)c(C(C)C)cc1NC(=O)c1cccc(Cl)c1	-13%[46.1 µM]	5%	0.0%	-3%	-3%	-16%	2%	0%
Cc1ccccc1CNC(=O)c1ccc(Cl)c([N+](=O)[O-])c1	-30%	-2%	0.0%	-6%	1%	0%	4%	0%
COc1ccc(C2(Nc3cccc(C(=O)O)c3C)C(=O)c3ccccc3C2=O)cc1	x	-1%	-1.3%	-1%	x	1%	x	-3%
CCC(C)(C)c1ccc(OCCCC[n+]2cccc(C)c2C)c(C(C)(C)CC)c1	u	10%	0.9%	3%	3%	-15%	-3%	-2%
CCN(CC)C(=O)Cn1cc(SCC(=O)Nc2ccccc2F)c2ccccc21	x	-9%	3.8%	-6%	x	-13%	x	-1%
CC(=O)NC1(C(F)(F)F)NC(=O)N(C2CCCCC2)C1=O (stereo not given)	4%[46.1 µM]	1%	9.6%	-8%	8%	-4%	1%	-1%
CC1S/C(=N/N=C/c2cccs2)NC1=O (stereo not given)	0%[46.1 µM]	-4%	1.0%	-5%	4%	-6%	-25%	-3%
O=C(Cn1nc(C(F)(F)F)c2c1CCCC2)Nc1ccc(Cl)cc1	x	u	3.7%	1%	x	u	x	3%
O=C(Cc1cccs1)Nc1nnc(C2CC2)s1	11%	3%	-1.5%	-2%	-4%	4%	7%	1%
C/C(=N\NC(=O)CN1CCN(Cc2ccccc2)CC1)c1cccs1	-8%	6%	2.4%	4%	1%	2%	-2%	-1%
CCOC(=O)CSc1ncnc2c1cnn2-c1ccc(C)cc1C	-8%	2%	0.0%	-2%	1%	-12%	15%	0%
O=C(NCC1CCCO1)c1ccc2ccccc2n1 (stereo not given)	-1%[46.1 µM]	14%	0.0%	-2%	-11%	-1%	6%	4%
COC(=O)[C@H]1O[C@@H](c2cc(OC)c(C)c(OC)c2O)[C@H](C)[C@@H](O)[C@H]1C	x	-1%	-1.1%	-1%	3%	-3%	-11%	-1%
Cc1nc2c3ccccc3n(CCN3CCCCC3)c2s1	-1%[46.1 µM]	-15%	-1.5%	-11%	-11%	-15%	-1%	-2%
COC(=O)c1cc2c(s1)-c1ccccc1CC2	26%[46.1 µM]	3%	0.0%	1%	-10%	-6%	21%	-3%
CCc1ccc(OC2=NS(=O)(=O)c3ccccc32)cc1	23%	3%	4.7%	3%	10%	-1%	-3%	-3%
COc1cc(CCC(=O)OCC(=O)NCc2ccc(Cl)cc2)cc(OC)c1OC	10%	1%	0.0%	-1%	-2%	-2%	4%	-1%
O=S1(=O)N=C2CCCCCN2C(c2ccc(Cl)cc2)N1 (stereo not given)	18%	7%	1.6%	2%	7%	14%	-3%	-2%
Cn1cc(CNC(=O)c2cc(-c3ccccc3)nc3ccc(Br)cc23)cn1	-52%	u	u	-2%	-6%	-9%	-19%	-2%
CCCCC(=O)NCCc1cc2ccc(OC)cc2[nH]c1=O	-1%[46.1 µM]	4%	-0.8%	-5%	-2%	8%	0%	-1%
CN(CCO)C(=O)C(c1ccccc1)c1ccccc1	9%	7%	0.1%	-4%	7%	-6%	2%	-7%
CCOC(=O)c1c(C)oc2ncnc(Nc3ccc(OC)c(OC)c3)c12	x	8%	-1.1%	0%	x	-16%	x	2%
CCOc1cc(C2Nc3cccc4cccc(c34)N2)ccc1O	-7%[46.1 µM]	u	-0.2%	7%	3%	5µM*[quencher]	-8%	u
CN(c1ccccc1)c1nc(N)c([N+](=O)[O-])c(N2CCOCC2)n1	14%	4%	-0.8%	5%	0%	3%	-7%	-2%
O=C(Cn1cc([N+](=O)[O-])cn1)Nc1nc2ccccc2s1	-10%[46.1 µM]	-1%	-0.9%	0%	-6%	-8%	13%	-2%
Cc1ccc(-c2nc(CS(=O)CC(=O)NCc3ccc(Cl)cc3)c(C)o2)cc1 (stereo not given)	-28%[46.1 µM]	12%	-1.5%	-1%	2%	-15%	-5%	-2%
CN(C)c1cc(-c2ccc(Cl)cc2Cl)oc(=O)c1Cl	u	-1%	1.0%	0%	-5%	-2%	-16%	4%
CCOc1ccc2c(c1)c(=O)c(C(=O)c1ccc(CC)cc1)cn2CC(=O)Nc1ccccc1OC	x	u	-4.4%	-6%	x	-23%	x	-2%
O=Nc1c(O)n(Cc2cccc(Cl)c2)c2ccccc12	-19%[46.1 µM]	-3%	-0.9%	4%	-3%	-16%	-11%	0%
CCOc1cc(/C=C(/NC(C)=O)C(=O)O)cc(Cl)c1OCc1cccc(Br)c1	3%	5%	6.6%	-5%	-6%	2%	1%	-1%
Cc1ccc(CN2CCNC(=O)C2CC(=O)O)cc1 (stereo not given)	-9%[46.1 µM]	-3%	-2.2%	-4%	2%	5%	6%	-1%
Cc1ccc(NC(=O)c2ccoc2C)cc1C	27%	-6%	0.0%	0%	4%	-12%	0%	2%
O=C(COC(=O)C1CSC2(c3ccc(F)cc3)CCC(=O)N12)NC(=O)NC1CCCC1 (stereo not given)	-14%	2%	3.0%	-1%	2%	-6%	3%	-5%
CCc1ccc(-c2ccc(C(=O)O)c(C)n2)cc1	-1%	7%	2.2%	4%	0%	-6%	12%	-2%
O=C(O)Cc1cc(C(=O)Nc2ccc(Br)cc2)sc1-c1ccccc1	-59%	-9%	-3.0%	0%	3%	-22%	4%	-7%
COc1ccc(NS(=O)(=O)c2cccc(NC(=O)c3ccccn3)c2)cc1	-13%	-12%	1.1%	-7%	2%	u	9%	-3%
Cc1ccc(C(N)=S)c(C)c1	8%[46.1 µM]	-1%	-0.2%	4%	1%	-5%	-7%	-2%
Cc1ccc2sc(N(CCCN(C)C)C(=O)c3ccco3)nc2c1C	x	-13%	1.1%	6%	x	-26%	x	-3%
Cc1cc(C)nc(SCc2ccc(C(=O)N/N=C/c3ccc(C(=O)O)cc3)cc2)n1	10%	-3%	0.0%	1%	11%	-7%	0%	-1%
Cc1sc2ncnc(SCC(=O)NC(=O)c3cccn3C)c2c1C	-52%	3%	8.4%	-2%	9%	-14%	-16%	-1%
CN(C)CCNc1nc2c(c(=O)[nH]c(=O)n2C)n1CC(O)COc1ccc(Cl)cc1Cl (stereo not given)	-1%[46.1 µM]	-12%	-1.5%	12%	1%	-15%	12%	2%
CCC/C(=N\NC(=O)c1csc(C)c1C)c1cccs1	-24%[46.1 µM]	1%	-1.0%	-15%	0%	-4%	5%	2%
O=C(Nc1ccc(N2CCCCC2)c(C(=O)O)c1)c1ccco1	-6%[46.1 µM]	7%	-1.1%	-1%	-1%	3%	5%	-1%
CC(=O)Nc1ccc(S(=O)(=O)NCc2cccn2Cc2cccc(C)c2)cc1	x	u	-2.3%	-9%	x	-27%	x	0%
CCOc1cc(/C=C/c2cc(C(=O)O)c3ccccc3n2)ccc1O	-6%	1%	0.0%	-2%	-1%	-1%	6%	-7%
CSc1ncccc1C(=O)OCn1nnc2ccccc2c1=O	-11%[46.1 µM]	3%	0.0%	5%	-14%	-3%	2%	-5%
COc1cc(CCC(=O)Nc2ccc(S(=O)(=O)NC3=NCCCCC3)cc2)cc(OC)c1OC	8%	-2%	-3.8%	-2%	-9%	4%	-1%	-1%
COc1ccc2c(c1)nc(NCCCO)n2Cc1ccccc1	2%	2%	0.5%	-3%	7%	-3%	2%	-2%
Cc1cc(C(=O)CSc2ccc3c(c2)OCCO3)c(C)n1C1CC1	-8%	1%	-2.2%	4%[53 µM]	-1%	-8%	u	-2%[53 µM]

# Full records from above. Order of values: NPSR antag	Tau fibril FP	Epigenetic derep	TRb-SRC2 inh	GLA spleen mod	Tau fluor cs	CBFb RUNX1 block	TR SRC2 fluor cs
# Entry for Cc1cc(C(=O)CSc2ccc3c(c2)OCCO3)c(C)n1C1CC1 : -8%	1%	-2.2%	4%[53 µM]	-1%	-8%	u	-2%[53 µM]
# Entry for Cc1cc(C)nc(SCc2ccc(C(=O)N/N=C/c3ccc(C(=O)O)cc3)cc2)n1 : 10%	-3%	0.0%	1%	11%	-7%	0%	-1%
# Entry for CC(=O)Nc1ccc(S(=O)(=O)NCc2cccn2Cc2cccc(C)c2)cc1 : x	u	-2.3%	-9%	x	-27%	x	0%
# Entry for Cc1ccc2sc(N(CCCN(C)C)C(=O)c3ccco3)nc2c1C : x	-13%	1.1%	6%	x	-26%	x	-3%
# Entry for CCC/C(=N\NC(=O)c1csc(C)c1C)c1cccs1 : -24%[46.1 µM]	1%	-1.0%	-15%	0%	-4%	5%	2%

# In a second layout: results already given.
mol: N#Cc1c(-c2ccc(F)cc2)ccnc1N1CCOCC1
  NPSR antag: 1%
  Tau fibril FP: -1%
  Epigenetic derep: -4.5%
  TRb-SRC2 inh: 0%
  GLA spleen mod: 2%
  Tau fluor cs: -8%
  CBFb RUNX1 block: 11%
  TR SRC2 fluor cs: 1%
mol: Cc1cc(O)c(C(C)C)cc1NC(=O)c1cccc(Cl)c1
  NPSR antag: -13%[46.1 µM]
  Tau fibril FP: 5%
  Epigenetic derep: 0.0%
  TRb-SRC2 inh: -3%
  GLA spleen mod: -3%
  Tau fluor cs: -16%
  CBFb RUNX1 block: 2%
  TR SRC2 fluor cs: 0%

# Assay outcomes from PubChem BioAssay.
